Screens (PubChem BioAssay)
PGC1a acetyl inh: modulators of PGC1a acetylation; U2OS PGC1a acetylation, AlphaScreen anti-acetyl-lysine; with virally co-expressed GCN5 acetyltransferase; inhibition, % at 15.6 µM; 350,000 compounds, 0.17% hits;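 active = every replicate shows inhibition of at least 40%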;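 also: 0% = neutral control wells and 100% = positive control wells; some results beyond the cut were filed as inactive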
FN deposition inh: fibronectin deposition inhibition. inhibition, % at 12.6 µM. AID 743247. AH1F fibroblasts, Alexa488-fibronectin deposition fluorescence, overnight. 350,000 compounds, 0.086% hits;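 active = mean inhibition across replicates of 30% or more, regardless of how many single replicates reach that level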;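 also: positive control wells lacked labelled fibronectin entirely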
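Material: AH1F fibroblast monolayer depositing Alexa488-labelled fibronectin into matrix / Amount: 10000 AH1F cells per well / Signal: fluorescence 485/525 nm / Medium: DMEM, 2% serum / Compound: single dose, pinned / Incubation: 1 h cell adhesion before compound, then overnight fibronectin incubation / Reagent: Alexa488-FN, 24 nM final / Read-out: inhibition of fibronectin deposition signal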
miR122 inh: blocks miR-122 activity in Huh7 sensor cells; Huh7 miR-122 Renilla luciferase sensor, 48 h; neutral wells = 0, positive control = 100; activation (reporter increase), % at 12.5 µM; 340,000 compounds, 0.3% hits; AID 602342;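 active = mean replicate activation score at least 90 and every replicate individually at or above 90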;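 also: higher luciferase means less miR-122 activity so hits act as miR-122 inhibitors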
INS-1E GSIS act: primary screen for activators of insulin secretion dependent on glucose, INS-1E cells, GLuc reporter luminescence. activation, % at 16.6 µM. 370,000 compounds, 0.61% hits. INS-1E GLuc reporter insulin secretion, 2-3 h;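 active = lowest replicate activation of at least 40%, so every replicate reaches that level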;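 also: 0% = median of neutral control wells and 100% = median of IBMX positive control wells; some compounds called inactive have numbers as strong as hits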
Cneo AK release: causes C. neoformans cell lysis; lysis activity, % at 15 µM; 360,000 compounds, 0.2% hits; adenylate kinase release luminescence, 4 h; normalised: neutral wells 0, clomiphene wells 100; AID 651654;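 active = mean lysis activity across replicates of at least 80%, whatever share of replicates individually reach that level; inactive = mean lysis activity below 80%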
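Material: C. neoformans cells | Amount: Yeast cell density of 5 × 10^6 cells/mL | Medium: Fresh YPD growth medium | Dosing: Single dose | Times: Static 4 h at 37 °C with compound, 1 h detection | Detection: AK luminescence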
PglD inh: blocks C. jejuni PglD acetyltransferase activity; purified PglD enzyme, DTNB colorimetric CoA detection; inhibition, % at 12.5 µM; 360,000 compounds, 0.098% hits; AID 602405; in the data active = inhibition above about 16%, passing the limit was not always enough; also: strong numbers were not always called active
Statin myotox sup: protects C2C12 myotubes from simvastatin toxicity. ATP luminescence, 48 h; scaled: DMSO 0, geranylgeraniol control 100. rescue of ATP level, % at 7.49 µM. 330,000 compounds, 0.78% hits;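 active = mean ATP rescue above about 67%, or every replicate alone reaching that limit, limit read from the data, passing the limit was not always enough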;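 also: myotubes were challenged with 10 µM simvastatin during compound exposure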
F508del corr: correctors of CFTR F508del function in bronchial epithelial cells. CFBE cells, YFP halide quenching; stimulated with forskolin plus potentiator P3; % fluorescence drop versus neutral controls. 350,000 compounds, 0.36% hits. activity (quench increase), % at 7.58 µM. AID 720511;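 active = mean added fluorescence quench of at least 8% versus neutral control, with both replicates also reaching 8%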;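 also: cells transiently co-express mutant CFTR-F508del with the halide-sensitive YFP; corrector assay measuring rescue of mutant channel to the surface after 24 h compound exposure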
* = called active by the depositor; . = not tested or not shown; [ ] = remark or other dose.

SMILES | PGC1a acetyl inh | FN deposition inh | miR122 inh | INS-1E GSIS act | Cneo AK release | PglD inh | Statin myotox sup | F508del corr
CN(C)C1(CNC(=O)CC(NC(=O)c2ccccc2Cl)c2ccccc2)CCCCC1 (stereo not given) | . | 4 | 1 | 4 | 7 | -6 | -8 | -0.3
CCC(NC(=O)c1cncc(Br)c1)c1ccccc1 (stereo not given) | . | 0 | -2 | 1 | 2 | 4 | 12 | -2.3
CC(C)N(CCCNC(=O)Cn1c(=O)c2cccn2c2ccccc21)Cc1ccccc1 | 16 | 3 | -5 | -9 | 1 | 7 | 11 | 1.1
CC(C)CC(NC(=O)C1CCCCC1)C(=O)N1CCN(c2ccccn2)CC1 (stereo not given) | 10 | -2 | 12 | . | -2 | 0 | 7 | .
CNS(=O)(=O)c1cccc(C(=O)OCC(=O)NCc2ccccc2)c1 | . | . | -2 | -3 | 0 | 1 | -3 | .
CCOC(=O)C1CCN(S(=O)(=O)c2ccc3c(c2)NC(=O)CS3)CC1 | -15 | 2 | -2 | . | 6 | -6 | 0 | -3.5
COc1cc2ccccc2cc1C(=O)N(CCN(C)C)c1nc2c(C)cccc2s1 | -23 | 10 | 4 | -20 | 2 | -2 | 1 | 2.1
Cc1cc(C(=O)Nc2ccccc2N2CCOCC2)no1 | -2 | -2 | -1 | 11 | 2 | 2 | 3 | -1.8
C[C@H](O)C#Cc1cnc2c(c1)C(=O)N([C@H](C)CO)C[C@@H](C)[C@H](CN(C)C(=O)CN1CCOCC1)O2 | 7 | . | -4[16.7 µM] | 10 | -1 | -2 | 31 | -0.8
COc1ccc(C(CNC(=O)COc2ccccc2OC)N2CCCCC2)cc1 (stereo not given) | 2 | -4 | . | 20 | -2 | -3 | 4 | -2.4
COc1cc(F)cc(-c2ccc3c(c2)c(C#Cc2ccsc2)c(-c2cc(OC)cc(OC)c2)n3C)c1 | 3 | -15 | 5 | 5 | -2 | 5 | -1 | 2.8
Cc1sc2nc(CSc3nc4ccccc4c(=O)n3CCCN3CCOCC3)[nH]c(=O)c2c1C | -1 | -5 | . | . | 0 | 4 | 13 | .
Cc1cccc(NC(=O)/C(C#N)=C/c2ccccc2O)n1 | . | -3 | . | 3 | -1 | 0 | 9 | 2.0
Cc1ccc(S(=O)(=O)Nc2ccc3c(c2)CC(=O)N([C@@H](C)CO)C[C@@H](C)[C@H](CN(C)S(=O)(=O)c2ccccc2)O3)cc1 | -3 | 1 | 3[16.7 µM] | 3 | 3 | 3 | 8 | 0.1
CCOC(=O)c1[nH]c2c(c1-c1ccccc1)C(=O)CC(c1ccccc1)C2 (stereo not given) | -41 | 4 | 3 | 3 | -2 | 2 | -2 | -0.2
O=C(c1ccc(Cl)cc1)C1CCN(C(=O)N2CCOCC2)CC1 | . | . | -19 | . | -4 | -3 | 9 | .
CC1CCCN(CCCNC(=O)c2ccc3c(c2)N(Cc2ccccc2F)C(=O)c2ccccc2S3(=O)=O)C1 (stereo not given) | -10 | 1 | 9 | -15 | -4 | -5 | -4 | -1.6
CCC(=O)N1C[C@@H](C)[C@H](OC)CN(C)C(=O)c2cc(NC(=O)COC)ccc2OC[C@H]1C | 5 | -3 | . | 7 | -2 | 3 | 0 | -0.4
C[C@@H]1CN([C@@H](C)CO)C(=O)CCCn2nncc2CO[C@H]1CN(C)S(=O)(=O)c1ccccc1C#N | 1 | -5 | -3 | 4 | 1 | -1 | -3 | -4.0
COc1ccc(NC(=O)CN(C)C(=O)Cc2ccsc2)cc1 | . | 0 | . | 10 | 2 | 0 | 9 | -0.4
COc1ccc(S(=O)(=O)N[C@@H]2CC[C@H](CC(=O)O)O[C@@H]2CO)cc1 | 3 | -1 | . | 21 | -1 | -1 | -4 | 1.0
COc1ccc(CCNc2oc(-c3ccccc3OC)nc2C#N)cc1 | 40 | . | 3 | . | -1 | 7 | -3 | .
Cc1ccc(OCCCC(=O)Nc2ccc(S(=O)(=O)N3CCOCC3)cc2)cc1 | -1 | -4 | . | -30 | -2 | -3 | 0 | -2.0
COc1ccc(S(=O)(=O)N[C@H]2C=C[C@H](CC(=O)O)O[C@@H]2CO)cc1 | -15 | -8 | . | 11 | 2 | -2 | 5 | -3.0
O=S(=O)(NCCc1ccccn1)c1ccc(F)c(F)c1 | -2 | 5 | 10 | . | -3 | -5 | 14 | .

The closing two compounds of the section before open the next one.
SMILES | PGC1a acetyl inh | FN deposition inh | miR122 inh | INS-1E GSIS act | Cneo AK release | PglD inh | Statin myotox sup | F508del corr
COc1ccc(S(=O)(=O)N[C@H]2C=C[C@H](CC(=O)O)O[C@@H]2CO)cc1 | -15 | -8 | . | 11 | 2 | -2 | 5 | -3.0
O=S(=O)(NCCc1ccccn1)c1ccc(F)c(F)c1 | -2 | 5 | 10 | . | -3 | -5 | 14 | .
O=S(=O)(/C=C/C=C/S(=O)(=O)c1ccccc1)c1ccccc1 | 37 | 34* | 4 | 186 | . | . | . | -4.8
Cc1ccc(OCC(=O)N2CCN(C(=O)c3cccs3)CC2)cc1 | -22 | . | -9 | 12 | 2 | -4 | 11 | .
COc1ccc(CC(=O)Nc2ccc(C)c(S(=O)(=O)N3CCCCCC3)c2)cc1 | -1 | 1 | -2 | -13 | -2 | -7 | -9 | -0.6
Clc1ccc(-c2nnc(C34CC5CC(CC(C5)C3)C4)o2)cn1 | 7 | . | -6 | . | 0 | -4 | -17 | .
CCOc1cc(/C=C/C(=O)N(CC)CC(=O)NCc2cccs2)cc(Cl)c1OC | 4 | -3 | -5 | -21 | 0 | 5 | 4 | -0.8
COc1ccc(NC(=O)CCS(=O)(=O)c2ccc3c(c2)CCN3C(C)=O)cc1 | -7 | 1 | 2 | 2 | -1 | 0 | 2 | 1.9
O=C(c1cccc(OC2CCN(Cc3cc(F)cc(F)c3)CC2)c1)N1CCCC1 | -12 | 3 | -5 | -11 | . | . | 1 | -0.3
O=C(C[C@H]1C[C@H]2c3cc(NC(=O)c4ccc5c(c4)OCO5)ccc3O[C@H]2[C@H](CO)O1)NCCc1ccccc1 | -3 | . | -2[16.7 µM] | -3 | -3 | 1 | 0 | -5.7
CCCCCCc1cc2cc(-c3nnc(-c4ccccc4)o3)c(=O)oc2cc1O | -2 | -3 | 3 | . | -3 | -2 | . | .
CC1(C)NC(=O)N(CC(=O)N2CCCC(C(F)(F)F)C2)C1=O (stereo not given) | 12 | -2 | 0 | 2 | . | . | 18 | -1.0
Cc1cc(C)c2c(SC(C)C)nc(N)nc2n1 | . | -10 | . | 4 | 2 | -1 | -8 | 3.6
CCCC(O)C#Cc1cnc2c(c1)C(=O)N([C@H](C)CO)C[C@H](C)[C@H](CN(C)S(=O)(=O)c1ccc(OC)cc1)O2 (stereo not given in full) | . | -4 | -8[16.7 µM] | -7 | -1 | 2 | -16 | 2.1
CCCCN(C)C(=O)C(Cc1ccccc1)NS(=O)(=O)c1ccc2c(c1)c(=O)n(C)c(=O)n2C (stereo not given) | -10 | -5 | -2 | 9 | -1 | 4 | -8 | 1.1
O=C(CN(Cc1cccs1)C(=O)CNC(=O)c1ccco1)NC1CCCCC1 | -6 | -10 | 0 | . | -1 | 6 | -9 | .
COc1ccc(CN(C)C[C@H]2Oc3ccc(NC(=O)Cc4cn(C)c5ccccc45)cc3CC(=O)N([C@@H](C)CO)C[C@H]2C)cc1 | -11 | . | -5[16.7 µM] | -10 | 0 | 4 | 30 | 6.5
Cc1ccc(NC(=O)CNc2ccc(Cl)c(Cl)c2)cc1S(=O)(=O)N(C)C | 11 | . | 10 | -4 | 2 | 3 | -11 | .
CC(=O)Nc1cccc(C(=O)NNC(=O)c2ccc(NS(=O)(=O)c3cccs3)cc2)c1 | 0 | -4 | 1 | 4 | 1 | -1 | -4 | -3.4
Cc1ccc(C(=O)N/C(=C/c2cccnc2)C(=O)N2CCCCCC2)cc1 | -3 | 0 | -1 | . | 0 | 0 | . | 3.3
C/C=C/c1ccc2c(c1)O[C@@H](CN(C)C(=O)c1ccccn1)[C@H](C)CN([C@H](C)CO)S2(=O)=O | -27 | . | 5[16.7 µM] | 11 | -1 | 0 | 3 | 0.7
c1ccc(Cc2nn3c(-c4ccncc4)nnc3s2)cc1 | 20 | 0 | 4 | . | 0 | -2 | 4 | .
Cc1c(NC(=O)Nc2ccc(F)cc2)c(=O)n(-c2ccccc2)n1C | 2 | -3 | -3 | -38 | 0 | 3 | 1 | -3.3
CCN(CC)c1nc2c(c(=O)n(C)c(=O)n2C)n1CCCc1ccccc1 | 9 | -3 | -8 | -3 | -4 | -1 | -1 | -2.9
C=C(C)Cn1c(N2CCCC2)nc2c1c(=O)[nH]c(=O)n2C | -9 | -2 | -7 | . | -1 | -6 | 1 | 0.2
Cc1ccccc1-n1ncc2c([N+](=O)[O-])cc([N+](=O)[O-])cc21 | -1 | . | -4 | -10 | . | . | 44 | .
O=C(O)CNC(=O)C1COc2ccccc2O1 (stereo not given) | -12 | . | -4 | . | -1 | -5 | 2 | .

Of the compounds above, 2 contain an aryl thioether with sulfur outside any ring.
SMILES | PGC1a acetyl inh | FN deposition inh | miR122 inh | INS-1E GSIS act | Cneo AK release | PglD inh | Statin myotox sup | F508del corr
Cc1sc2nc(CSc3nc4ccccc4c(=O)n3CCCN3CCOCC3)[nH]c(=O)c2c1C | -1 | -5 | . | . | 0 | 4 | 13 | .
Cc1cc(C)c2c(SC(C)C)nc(N)nc2n1 | . | -10 | . | 4 | 2 | -1 | -8 | 3.6

The listing continues:
SMILES | PGC1a acetyl inh | FN deposition inh | miR122 inh | INS-1E GSIS act | Cneo AK release | PglD inh | Statin myotox sup | F508del corr
O=C(c1ccc2c(c1)OCO2)N1C[C@@H]2[C@H](c3ccccc31)[C@@H](CO)N2Cc1ccc2c(c1)OCO2 | 1 | 21 | -20[16.7 µM] | -6 | -1 | -7 | -26 | 2.5
CCOC(=O)c1[nH]c(CSc2nnc(-c3ccncc3)n2CCOC)c(C(=O)OCC)c1C | -21 | -3 | -10 | . | -3 | -1 | -3 | .
O=C(c1ccc(Cl)c(S(=O)(=O)N2CCCCC2)c1)N1CCN(c2ccccc2)CC1 | 3 | 5 | 13 | . | -3 | -6 | . | 1.8
Cc1nc(SCCCSc2n[nH]c(C)n2)n[nH]1 | -1 | . | 3 | . | 1 | 13 | . | .
CC(C)(C)SCCNC(=O)c1ccccc1 | 11 | . | 15 | . | -1 | 1 | -23 | .
O=C1CSC(c2ccccn2)N1c1ccc(F)cc1F (stereo not given) | 0 | 0 | . | 1 | . | . | . | 0.8
Cc1ccc(NS(=O)(=O)c2c(C)noc2C)cc1 | 8 | 1 | 0 | -24 | 1 | -2 | 8 | 0.1
Cc1ccccc1CNC(=O)CCNS(=O)(=O)c1ccc(OC(F)(F)F)cc1 | -7 | 2 | -9 | 30 | 0 | -5 | 7 | -2.2
CC(C)CC#Cc1cnc2c(c1)C(=O)N([C@@H](C)CO)C[C@@H](C)[C@@H](CN(C)Cc1ccc3c(c1)OCO3)O2 | -3 | . | 9[16.7 µM] | -39 | 0 | 0 | -5 | 2.1
CCCCC(=O)N(C)c1c(C)nc2ccc(C(=O)N(C)CCN(C)C)cn12 | . | -1 | -5 | 8 | 0 | -2 | 7 | -1.5
COCC(=O)N1[C@H](C(=O)NCc2ccccc2)[C@@H](CO)[C@@H]2Cn3c(cccc3=O)[C@@H]21 | . | 3 | . | 2 | -2 | 0 | -30 | .
CCNC(=O)Nc1ccc2c(c1)C(=O)N(C)[C@H]1CC[C@@H](CC(=O)NCc3ccc(F)cc3)O[C@H]1CO2 | 1 | -9 | 34[16.7 µM] | 4 | -9 | -5 | 3 | -1.9
